miR-122 sensor – inhibitors of miR-122 in Huh7 cells; Huh7 miR-122 Renilla luciferase sensor, 48 h; neutral wells = 0, positive control = 100; activation (reporter increase), % at 12.5 µM; hit rate 0.3% among 340,000; AID 602342;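 active = mean replicate activation score at least 90 and every replicate individually at or above 90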;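 also: higher luciferase means less miR-122 activity so hits act as miR-122 inhibitors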
PglD DTNB – PglD (C. jejuni) enzyme inhibition; inhibition, % at 12.5 µM; hit rate 0.098% among 360,000; purified PglD enzyme, DTNB colorimetric CoA detection; in the data active = inhibition above about 16%, passing the limit was not always enough; also: strong numbers were not always called active
E-sel inducer – E-selectin induction on HUVECs; P16581; HUVEC E-selectin immunofluorescence imaging; normalized: neutral wells 0, TNF-alpha wells 100; activation, % at 7.58 µM; hit rate 0.37% among 260,000;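 active = mean E-selectin-positive cell signal at least 10% of the positive control, reached in at least 60% of replicates, without over 20% cell loss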;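 also: in these data hits start at about 27%; measured in HUVEC primary endothelial cells; signal is the percent of cells scored E-selectin positive by PE staining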
Target sequence (P16581 whole entry, looked up): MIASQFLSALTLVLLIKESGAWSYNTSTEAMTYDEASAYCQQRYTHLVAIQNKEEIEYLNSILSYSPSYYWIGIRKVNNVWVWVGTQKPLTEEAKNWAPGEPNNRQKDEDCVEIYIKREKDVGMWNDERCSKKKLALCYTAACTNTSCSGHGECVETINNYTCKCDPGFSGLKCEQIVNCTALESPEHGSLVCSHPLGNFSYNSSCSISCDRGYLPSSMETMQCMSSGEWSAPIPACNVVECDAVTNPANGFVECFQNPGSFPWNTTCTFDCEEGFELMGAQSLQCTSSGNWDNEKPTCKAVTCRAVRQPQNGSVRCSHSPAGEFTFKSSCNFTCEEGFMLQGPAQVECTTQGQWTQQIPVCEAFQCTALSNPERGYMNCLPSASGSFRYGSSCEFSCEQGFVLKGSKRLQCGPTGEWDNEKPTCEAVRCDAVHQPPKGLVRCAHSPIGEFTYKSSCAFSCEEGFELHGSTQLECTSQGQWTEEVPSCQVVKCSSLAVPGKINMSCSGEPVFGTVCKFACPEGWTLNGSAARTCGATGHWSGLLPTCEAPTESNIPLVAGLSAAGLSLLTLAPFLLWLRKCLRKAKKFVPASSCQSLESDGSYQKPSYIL
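Material: HUVEC primary endothelial cells; Amount: 3,000 cells per well; Dosing: single concentration; Medium: EGM-2 growth medium on 0.1% gelatin-coated wells; Read-out basis: percent E-selectin-positive cells; Signal: immunofluorescence imaging; Control set: TNF-alpha, DMSO.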
RAD52 inh – blocks human RAD52 DNA annealing; recombinant RAD52 DNA annealing, FRET fluorescence; inhibition, % at 18.7 µM; hit rate 0.46% among 360,000; P43351; AID 651710;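 active = every replicate showing at least 50% inhibition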
Target sequence (P43351 whole entry, looked up): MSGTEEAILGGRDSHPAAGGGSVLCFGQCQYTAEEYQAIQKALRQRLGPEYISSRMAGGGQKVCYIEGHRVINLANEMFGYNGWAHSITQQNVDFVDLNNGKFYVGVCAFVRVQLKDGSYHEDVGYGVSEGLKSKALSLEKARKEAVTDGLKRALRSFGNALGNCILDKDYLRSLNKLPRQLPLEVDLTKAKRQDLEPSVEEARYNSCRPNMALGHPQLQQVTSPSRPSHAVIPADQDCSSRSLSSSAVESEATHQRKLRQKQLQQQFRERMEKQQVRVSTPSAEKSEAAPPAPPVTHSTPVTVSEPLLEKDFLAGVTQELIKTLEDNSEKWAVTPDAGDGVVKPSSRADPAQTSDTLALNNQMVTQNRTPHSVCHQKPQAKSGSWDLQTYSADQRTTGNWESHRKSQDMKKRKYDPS
ERAP1 inh – blocks human ERAP1 aminopeptidase activity; Q9NZ08; recombinant ERAP1, Leu-AMC fluorescence, 60 min; hit rate 0.15% among 340,000; inhibition, % at 10.7 µM;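 active = mean replicate inhibition of at least 30%, or all replicates individually reaching that 30% level; inactive = mean below 30% and not every replicate reaching it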;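 also: 0% = neutral control wells and 100% = L-leucinethiol positive control wells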
PGC1a acetyl inh – PGC1a acetylation modulation, inhibitor mode; U2OS PGC1a acetylation, AlphaScreen anti-acetyl-lysine; with virally co-expressed GCN5 acetyltransferase; inhibition, % at 15.6 µM; hit rate 0.17% among 350,000; AID 651687;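 active = every replicate shows inhibition of at least 40%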;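 also: 0% = neutral control wells and 100% = positive control wells; some results beyond the cut were filed as inactive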
Cneo AK release – Cryptococcus neoformans lysis via adenylate kinase release. C. neoformans lysis, adenylate kinase release luminescence, 4 h; normalised: neutral wells 0, clomiphene wells 100. lysis activity, % at 15 µM. hit rate 0.2% among 360,000. AID 651654;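 active = mean lysis activity across replicates of at least 80%, whatever share of replicates individually reach that level; inactive = mean lysis activity below 80%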
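Test system: log-phase Cryptococcus neoformans yeast cells. Input: 5 × 10^6 yeast cells/mL. Medium: fresh YPD growth medium. Doses: single dose. Incubation: static 4 h at 37 °C with compound, 1 h detection. Measured by: luminescent adenylate kinase detection reagent. Read-out: signal increase indicating cell lysis. Benchmarks: Clomiphene.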
RAD54 branch – RAD54 (human) branch migration inhibition. hit rate 0.14% among 360,000. RAD54 Holliday junction branch migration, FAM/BHQ fluorescence. inhibition, % at 10.4 µM. Q92698;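 active = mean normalized replicate activity at least 40 and at least half of replicates scoring 40 or more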;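 also: 0% = median of neutral control wells and 100% = median of positive control wells; inhibitors cause a drop in the FAM fluorescence signal; in these data hits start at about 50%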
* = called active by the depositor; . = no result given; & = joins results of further samples; [ ] = dose if it differs, or a comment.

Below each SMILES – miR-122 sensor	PglD DTNB	E-sel inducer	RAD52 inh	ERAP1 inh	PGC1a acetyl inh	Cneo AK release	RAD54 branch
COc1ccc2c(c1)C1(Nc3ccccc3-c3nc4ccccc4n31)C(=O)N2C (stereo not drawn)
 : 2	-6	.	.	.	9	-1	5
O=C(Nc1ccccc1Cl)c1ccc(Cl)cc1Cl
 : 4	-1	5.5	-13	0	-4	-2	0
CCCCOc1ccc(N(CC(=O)NCC2CCCO2)C(=O)CCC(=O)Nc2cc(C)ccn2)cc1 (stereo not drawn)
 : 3	8	.	.	.	5	-1	-7
CC(C)CCNC(=O)C1CCN(c2nnc(-n3cccc3)s2)CC1
 : 7	-2	0.4	-50	1	-3	1	-2
O=C(C[C@@H]1C=C[C@@H](NC(=O)c2ccc(F)cc2)[C@H](CO)O1)NCCc1ccccc1
 : .	3	0.1	11	1	-39	-3	5
CCCOc1ccc(N2C(=O)CC(NCC#N)C2=O)cc1 (stereo not drawn)
 : -4	-5	-0.2	-13	-2	-4	4	-3
COc1ccccc1/C=N/NC(=O)c1cc2c(ccc3ccccc32)o1
 : -1	1	1.6	-7	-2	-16	2	11
CCc1ccc(-n2c(O)c(C=NCCN(CC)CC)c(=O)[nH]c2=O)cc1
 : -3	-7	.	.	.	-8	4	-82
Cn1c(CNc2ccc(F)cc2)nc2ccccc21
 : 12	-2	6.5	-19	0	3	-10	6
COC(=O)C1CCN(CC(N)=O)CC1
 : 0	4	.	.	.	-1	2	-8
O=C(Nc1cccc(S(=O)(=O)c2cccc(NC(=O)c3ccco3)c2)c1)c1ccco1
 : 18	1	.	-19	-4	-17	-4	1
Cc1ccc(S(=O)(=O)Nc2ccc(C(=O)NCc3ccncc3)cc2)cc1
 : .	3	-0.2	-1	-3	.	10	-6
COc1cccc(NC(=O)N[C@H]2C=C[C@@H](CC(=O)NCc3ccncn3)O[C@@H]2CO)c1
 : 14[16.7 µM]	3	-0.2	3	-1	-4	-1	-5
CCCc1ccc(OCCNC(=O)c2ccco2)cc1
 : -5	1	.	-3	6	-5	-1	-12
OC1(c2ccccc2)Cc2cccc[n+]2C1c1ccccc1 (stereo not drawn)
 : 0	-1	-0.3	-5	-3	-7	-2	-13
COc1cccc(C(=O)Nc2ccc3c(c2)OC[C@H](C)N(C)C[C@@H](C)[C@@H](OC)CN(C)C3=O)c1
 : .	0	-0.6	1	-2	-6	1	11
Cc1ccc(S(=O)(=O)N2CCOCC2)cc1NC(=O)C1CC(=O)N(c2ccc3c(c2)OCCO3)C1 (stereo not drawn)
 : .	-4	-0.1	-11	3	.	0	9
CCCC(=O)Nn1cnc2c(c1=O)C1(CCCC1)Cc1ccccc1-2
 : -9	3	.	.	.	-3	0	-1
COC(=O)c1ccc(CNC(=O)N2CCN(S(=O)(=O)c3ccc(C)cc3)CC2)cc1
 : 0	1	0.2	-16	-9	-4	4	-1
COc1ccc(NC(=O)CSc2nnc(-c3ccco3)n2C)cc1
 : -9	-9	.	.	.	3	-3	6
CCCOC(=O)CSc1nc(N)c(C#N)c(-c2ccco2)c1C#N
 : 0	4	.	.	.	-13	0	-4
COc1ccc(N2CCN(C(=O)C3CCN(S(=O)(=O)c4ccccc4)CC3)CC2)cc1
 : 3	.	.	-20	4	-19	.	.
Cc1ccnc(N2CCCC(C(=O)Nc3cc(F)ccc3C)C2)n1 (stereo not drawn)
 : -5	-4	.	.	.	-2	-4	4
O=C(CCC(=O)N1CCCC1)Nc1nnc(C2CCCCC2)s1
 : 1	5	.	.	.	-12	2	-8
CCN(CC(=O)NC(C)C)C(=O)c1ccc(S(=O)(=O)N(C)c2ccccc2OC)cc1
 : -9	0	.	.	.	0	2	3
COc1ccccc1NC(=O)c1sc2ncn(CC(=O)N3CCC(C)CC3)c(=O)c2c1C
 : -1	2	.	-14	-2	9	2	-9
CN1C(=O)c2cc(NC(=O)c3cccc(F)c3)ccc2OC[C@@H]2O[C@H](CC(=O)Nc3ccccc3)CC[C@H]21
 : -55[16.7 µM]	3	0.2	-10	-1	-1	0	-8
CC(C)(C)c1ccc(C(=O)N2CCC(C(=O)NC3CCCCCC3)CC2)cc1
 : .	5	.	-43	-2	.	4	-3
O=C(C1CCN(S(=O)(=O)c2ccc(Br)cc2)CC1)N1CCOCC1
 : .	0	-4.2	-6	-2	.	-1	-4
O=C(CSc1nnc(Cn2c(=O)sc3ccccc32)n1CCc1ccccc1)N1CCCC1
 : 1	-3	.	-3	-1	.	-1	2
Cn1ncc([N+](=O)[O-])c1C(=O)N1CCOCC1
 : 21	-2	.	.	.	-2	0	10
CCCC#Cc1ccc2c(c1)O[C@@H](CN(C)C(=O)CC1CC1)[C@H](C)CN([C@H](C)CO)S2(=O)=O
 : 4[16.7 µM]	2	-0.3	10	-2	3	11	1
CC(C)(C)S(=O)(=O)c1cnc(-c2cnccn2)nc1N
 : 4	0	46*	-24	.	6	1	-8
c1ccc([C@H]2CNCCN2CCc2cccc3ccccc23)cc1
 : .	-1	0.2	-59	.	.	8	2
O=C(COC(=O)CSc1ccccc1)NC1CCS(=O)(=O)C1 (stereo not drawn)
 : -4	-1	0.0	-15	0	11	9	5
CN(Cc1nc(-c2ccccn2)no1)S(=O)(=O)c1ccccc1
 : -2	6	.	.	.	4	0	6
O=C(NCC[C@H]1CC[C@H](NC(=O)C2CC2)[C@H](CO)O1)c1cc(Cl)cc(Cl)c1
 : .	0	-0.5	-33	2	2	-3	2
CC(C)NS(=O)(=O)c1ccc(NC(=O)C(C)OC(=O)CCC(=O)c2cccs2)cc1 (stereo not drawn)
 : -7	4	.	-10	1	2	1	-1
CCOc1ccc(Nc2nc3ccccc3c(=O)s2)cc1
 : -7	-3	5.7	-9	-1	12	16	-2
CCn1c(C)cc(/C=C2/SC(=O)N(C(C)C(=O)OC)C2=O)c1C (stereo not drawn)
 : -16	-7	-0.1	-41	3	-8	-8	-29

Single records (already shown).
Cn1ncc([N+](=O)[O-])c1C(=O)N1CCOCC1 as listed: miR-122 sensor = 21; PglD DTNB = -2; E-sel inducer = .; RAD52 inh = .; ERAP1 inh = .; PGC1a acetyl inh = -2; Cneo AK release = 0; RAD54 branch = 10
O=C(CCC(=O)N1CCCC1)Nc1nnc(C2CCCCC2)s1 as listed: miR-122 sensor = 1; PglD DTNB = 5; E-sel inducer = .; RAD52 inh = .; ERAP1 inh = .; PGC1a acetyl inh = -12; Cneo AK release = 2; RAD54 branch = -8

(cont.)
Below each SMILES – miR-122 sensor	PglD DTNB	E-sel inducer	RAD52 inh	ERAP1 inh	PGC1a acetyl inh	Cneo AK release	RAD54 branch
Cc1cc(C(=O)NCc2ccco2)c2ccccc2n1
 : -5	-1	0.2	-10	2	2	0	-8
CCOc1cccc(C(=O)Nc2cccc(-c3nnc(-c4ccc(C)cc4)o3)c2)c1
 : 1	-2	.	.	.	7	1	10
C[C@@H]1CN([C@H](C)CO)C(=O)c2cc(NC(=O)Cc3cn(C)c4ccccc34)ccc2O[C@H]1CN(C)Cc1ccc2c(c1)OCO2
 : -1[16.7 µM]	10	1.2	-5	0	-4	0	15
O=C(Nc1ccc(Cl)cc1)c1cnc(-c2ccccc2)nc1-c1ccccc1
 : 17	4	.	.	.	-1	0	4
Cc1cccc(NS(=O)(=O)c2cccc(C(=O)NCC(c3ccco3)N(C)C)c2)c1 (stereo not drawn)
 : 30	-6	.	-6	-2	-6	-3	-9
COc1ccccc1-c1nc(C#N)c(N2CCCCCC2)o1
 : -8	-8	.	.	.	-11	-1	-9
O=C1NN(c2cccc(Br)c2)C(=O)/C1=C\c1ccccc1
 : -4	8	.	0	2	2	1	-19
C[C@@H]1CN([C@H](C)CO)C(=O)Cc2cc(NC(=O)CCC(F)(F)F)ccc2O[C@@H]1CN(C)CC1CCCCC1
 : -7[16.7 µM]	-3	-0.5	11	0	-8	-6	-1
COc1cc(NC(=O)CSc2nc(=O)n(CCN3CCOCC3)c3c2CCC3)cc(OC)c1
 : .	-5	.	-12	-2	.	1	12
CCn1nnc(NC(=O)c2ccc(-c3ccccc3[N+](=O)[O-])o2)n1
 : -1	6	.	-6	2	3	-1	1
CCC(=O)NC[C@H]1[C@@H](c2ccc(-c3ccccc3)cc2)[C@@H](CO)N1C(=O)C1CC1
 : -18[16.7 µM]	-2	0.1	-46	-3	10	-1	6
COC(=O)c1ccc(CNC(=O)COc2ccccc2Br)o1
 : .	-2	.	.	.	4	1	0
CCN(CC)CCCNC(=S)N(CCCO)Cc1cc2cc3c(cc2[nH]c1=O)OCO3
 : -9	7	1.9	20	0	7	1	-2
O=C(Cc1ccccc1)Nc1cccc(NC(=O)c2ccccc2)c1
 : 31	-3	.	-8	0	-14	-1	3
COCCNC(=O)C[C@H]1CC[C@@H](NS(=O)(=O)c2ccc(C)cc2)[C@H](CO)O1
 : .	0	-0.1	2	0	3	-3	4
Cn1c(-c2ccccc2)nc2cnccc21
 : .	4	.	-6	-3	3	-1	2
C[C@@H]1CCCCO[C@H](CN(C)S(=O)(=O)c2ccc(F)cc2)[C@H](C)CN([C@@H](C)CO)C(=O)c2cc(NC(=O)Nc3ccc4c(c3)OCO4)ccc2O1
 : -2[16.7 µM]	-4	-0.3	0	-1	-11	-10	2
CCCc1nc2c3ccccc3ccn2c1Cc1ccc(OC)cc1C
 : 5	4	0.5	-48	4	10	7	-14
Cc1ccc(S(=O)(=O)NCC(c2cccnc2)N2CCOCC2)cc1 (stereo not drawn)
 : 4	5	-0.1	-9	1	4	1	2
Clc1ccc(Cl)c(OCCN2CCOCC2)c1
 : -5	-3	.	.	.	2	-1	3
COc1ccccc1N1CCN(C(=O)C2CCC(CNS(=O)(=O)c3ccc(NC(C)=O)cc3)CC2)CC1 (stereo not drawn)
 : .	-1	9.8	3	-1	.	-2	2
CCCC(=O)N1CCC1(C)C(=O)NS(=O)(=O)c1ccc(Cl)cc1 (stereo not drawn)
 : -4	-1	0.2	5	6	13	-2	-1
O=C(N/N=C/c1ccco1)C1(O)c2ccccc2-c2ccccc21
 : 8	4	0.8	-10	3	29	1	-16
COc1ccc2occ(C(=O)c3ccc(N=C(C)N(C)C)cc3)c2c1
 : -10	5	.	.	.	-7	-2	15
CCN(CC)C(=O)c1cc(-c2ccc(Br)cc2)on1
 : 4	1	.	.	.	0	-5	-3
COc1ccc(CN(C(=O)COc2ccccc2)c2ccccc2C(=O)O)cc1
 : -11	8	3.4	-6	-1	1	0	.
CC(=O)Nc1cc(C(F)(F)F)ccc1OCC1CCCO1 (stereo not drawn)
 : -3	-3	.	.	.	-10	5	0
CCn1cnc2cc(NS(=O)(=O)c3ccc(C)cc3)ccc21
 : 15	-4	.	.	.	7	-2	5
O=C(Cn1cc[n+](CC(=O)c2ccc(Cl)cc2Cl)c1)c1ccc(Cl)cc1Cl
 : -2	0	.	19	3	-1	1	-5
O=C(Nc1ccccc1C(=O)N1CCCC1)C1CCN(c2ncccn2)CC1
 : -5	-3	.	.	.	10	0	-3
COc1ccc(NC(=O)COC(=O)C2CCN(C(=O)c3ccc(Cl)cc3)CC2)c([N+](=O)[O-])c1
 : -11	-3	0.2	-23	-4	-3	2	-4
COc1ccccc1S(=O)(=O)N1[C@@H]2CNC[C@H]1C2c1ccc(-c2ccccc2)cc1 (stereo partly drawn)
 : .	.	0.6&0.3	9&22	-4&1	-7	.	.
COc1cc(C(C)=O)ccc1OCC(=O)Nc1cc(S(=O)(=O)N2CCOCC2)ccc1N1CCCC1
 : -1	6	.	-11	3	5	1	-11
Cc1cc(C(=O)N/N=C2\CCCC(=O)C2)c(C)n1-c1ccccc1
 : 12	0	.	.	.	-17	-2	-13

Bioassay records deposited in PubChem BioAssay by Broad Institute.
